Assay outcomes (PubChem BioAssay)
BLM inh = inhibitors of human Bloom syndrome helicase BLM; P54132; actives 0.2% (n = 350,000); recombinant BLM DNA unwinding, fluorescence dequenching; Potency, µM (highest dose often 56.1 µM), for the others: top-dose activity change, negative = inhibition, hits mostly inhibitors; AID 2528;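 also: plate controls were vehicle for no effect and no enzyme for full effect; nearly all actives have a fitted effect of over 35% in size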
Target sequence (P54132 whole entry, looked up): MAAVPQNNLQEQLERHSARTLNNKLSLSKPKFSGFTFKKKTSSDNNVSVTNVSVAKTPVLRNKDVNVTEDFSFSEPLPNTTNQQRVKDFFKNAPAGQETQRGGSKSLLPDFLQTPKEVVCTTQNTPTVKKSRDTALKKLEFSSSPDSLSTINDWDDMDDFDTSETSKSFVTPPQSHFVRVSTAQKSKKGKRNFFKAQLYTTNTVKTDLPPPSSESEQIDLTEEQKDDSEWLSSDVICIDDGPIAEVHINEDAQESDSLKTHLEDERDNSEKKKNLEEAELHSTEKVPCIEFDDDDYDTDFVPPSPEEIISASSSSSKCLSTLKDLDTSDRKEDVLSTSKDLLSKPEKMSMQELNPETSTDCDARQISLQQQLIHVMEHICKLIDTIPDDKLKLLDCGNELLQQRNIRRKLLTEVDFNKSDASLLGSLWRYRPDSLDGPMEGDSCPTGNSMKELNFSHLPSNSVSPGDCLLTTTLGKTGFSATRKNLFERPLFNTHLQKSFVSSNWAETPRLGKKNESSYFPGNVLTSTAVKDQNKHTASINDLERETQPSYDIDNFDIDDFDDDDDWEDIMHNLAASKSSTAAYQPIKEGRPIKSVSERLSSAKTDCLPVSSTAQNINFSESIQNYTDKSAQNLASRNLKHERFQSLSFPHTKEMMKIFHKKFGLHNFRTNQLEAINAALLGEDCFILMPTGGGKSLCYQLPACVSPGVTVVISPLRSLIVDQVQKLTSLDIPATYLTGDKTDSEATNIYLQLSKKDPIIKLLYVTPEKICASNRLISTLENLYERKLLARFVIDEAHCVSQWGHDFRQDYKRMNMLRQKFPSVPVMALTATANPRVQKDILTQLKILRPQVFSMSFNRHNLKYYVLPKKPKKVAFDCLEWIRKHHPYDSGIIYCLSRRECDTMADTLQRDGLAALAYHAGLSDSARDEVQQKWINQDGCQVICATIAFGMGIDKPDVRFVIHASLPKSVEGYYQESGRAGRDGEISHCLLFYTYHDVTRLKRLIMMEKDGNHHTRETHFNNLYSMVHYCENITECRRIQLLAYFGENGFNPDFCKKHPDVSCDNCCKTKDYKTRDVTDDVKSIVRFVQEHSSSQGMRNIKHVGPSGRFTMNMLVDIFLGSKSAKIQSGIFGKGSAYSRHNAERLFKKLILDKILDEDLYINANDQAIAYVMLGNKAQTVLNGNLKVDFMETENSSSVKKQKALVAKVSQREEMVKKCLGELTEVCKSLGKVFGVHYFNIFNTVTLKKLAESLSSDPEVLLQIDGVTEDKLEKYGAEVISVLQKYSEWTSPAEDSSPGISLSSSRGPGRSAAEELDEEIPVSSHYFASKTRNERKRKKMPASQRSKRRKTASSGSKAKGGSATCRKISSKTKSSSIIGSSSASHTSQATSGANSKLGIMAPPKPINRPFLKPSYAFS
POLK inh = blocks human DNA polymerase kappa activity. Q9UBT6. purified Pol kappa, fluorescent DNA synthesis assay, 10 min. Potency, µM (highest dose often 107 µM), without a hit: top-dose activity, negative = inhibition, actives largely listed as inhibitors. actives 0.53% (n = 400,000). AID 588579; also: % is scaled to controls: 0 for no effect and ±100 for the full control effect
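Readout: fluorescence, taken kinetically at 0 and 10 min. Conditions: 10 nM Pol kappa, 15 min RT compound preincubation, 50 nM substrate final. Controls: enzyme-free buffer wells.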
BAZ2B inh = inhibitors of human BAZ2B bromodomain | AID 504333 | AlphaScreen BAZ2B-H3K14Ac peptide displacement | actives 4.4% (n = 360,000) | Potency, µM (highest dose often 114 µM), inactives show at the highest dose activity change, negative = inhibition, hits mostly inhibitors; also: % is scaled to controls: 0 for no effect and ±100 for the full control effect; nearly all actives have a fitted effect of over 60% in size
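AlphaScreen displacement: compounds (up to 110uM) incubated 30 min at room temperature with a preformed 50 nM BAZ2B/50 nM biotinylated H3K14Ac peptide complex in PBS pH 7.4 with Tween-20. Donor and acceptor beads at 10 ug/mL final added, 20 min light-protected before reading.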
JMJD2A Tudor = JMJD2A Tudor domain (human) inhibition; AlphaScreen JMJD2A-Tudor / H3K4me3 peptide binding; Potency, µM (titrated, usually from 114 µM), inactives show top-dose activity change, negative = inhibition, hits mostly inhibitors; actives 4.4% (n = 390,000); AID 504339; also: % is scaled to controls: 0 for no effect and ±100 for the full control effect; nearly all actives have a fitted effect of over 50% in size
APEX1 inh = blocks human APE1 abasic DNA cleavage | P27695 | recombinant APE1, TAMRA/BHQ-2 abasic DNA cleavage fluorescence | Potency, µM (top dose mostly 65.8 µM), inactives show at the highest dose activity change, negative = inhibition, most hits filed as inhibitors | actives 0.35% (n = 350,000);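 also: plate controls were vehicle for no effect and reference inhibitor for full effect; nearly all actives have a fitted effect of over 55% in size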
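Incision of a quenched TAMRA/BHQ-2 THF abasic-site duplex (50 nM) by 0.75 nM APE1, after 15 min compound preincubation, measured as fluorescence increase over three 60 s reads. Values normalized to buffer, DMSO and NSC13755 control wells.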
Pol beta inh = inhibitors of human DNA polymerase beta | P06746 | Pol beta primer extension/strand displacement, fluorescence kinetic | Potency, µM (titrated, usually from 114 µM), inactives show at the top dose activity change, negative = inhibition, actives largely listed as inhibitors | actives 1.3% (n = 340,000); also: % is scaled to controls: 0 for no effect and ±100 for the full control effect
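Human Pol beta at 10 nM; strand-displacement substrate 50 nM final. Compound exposure 15 min at room temperature before start, reaction 10 min at room temperature.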
POLH inh = inhibitors of human DNA polymerase eta. Q9Y253. recombinant Pol eta, fluorescent DNA replication assay. Potency, µM (titrated, usually from 114 µM), inactives show at the highest dose activity change, negative = inhibition, hits mostly inhibitors. actives 1.2% (n = 390,000). AID 588591; also: % is scaled to controls: 0 for no effect and ±100 for the full control effect
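Pol eta (10 nM) was preincubated with compounds for 15 min at room temperature, after which fluorescent replication substrate (50 nM final) was added to start the reaction. Fluorescence was read kinetically at 0 and 10 min.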
G9a block = inhibitors of human histone lysine methyltransferase G9a. AID 504332. actives 8.8% (n = 350,000). G9a H3K9 monomethylation, AlphaScreen, 2 h. Potency, µM (series often up to 102 µM), for the others: top-dose activity, negative = inhibition, actives largely listed as inhibitors; also: % is scaled to controls: 0 for no effect and ±100 for the full control effect; nearly all actives have a fitted effect of over 75% in size
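AlphaScreen detection with an anti-monomethyl H3K9 antibody quantified product after a 2 h room-temperature reaction containing 500 nM biotinylated H3K9 peptide, 20 µM SAM and 20 nM enzyme, which had been preincubated 15 min with compound.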
Pol iota inh = DNA polymerase iota (human) inhibition. AID 588590. Q9UNA4. Potency, µM (top dose mostly 115 µM), without a hit: at the top dose activity, negative = inhibition, actives largely listed as inhibitors. actives 1% (n = 390,000). Pol iota fluorescent replication assay, 10 min
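Fluorescent replication assay read twice, at 0 min and 10 min after adding 50 nM (final) substrate. Enzyme (10 nM) and compounds were first incubated 15 min at room temperature; enzyme-free buffer wells were negative controls.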
Numbers without * were called inactive; ? = inconclusive; / = no result given; [ ] = another dose, or the depositor's remark. Calls follow the shape of the dose curve; as a rule, active = well fitted curve in the direction sought with a large enough effect; inconclusive = small, poorly fitted or top-dose-only effect, or another doubt; inactive = no such curve, though single readings can be large; an effect the other way counts as inactive or inconclusive. Potency is read from the fitted curve at half-maximal effect.

SMILES | BLM inh | POLK inh | BAZ2B inh | JMJD2A Tudor | APEX1 inh | Pol beta inh | POLH inh | G9a block | Pol iota inh
CCN(CC(=O)Nc1c(F)cccc1F)C(=O)C1CC(=O)N(CCc2ccccc2)C1 (configuration not stated) | / | -7.1% | -3.4% | -6.8% | -5.1% | / | -13.6% | ? | 54.5%[activator]
Cc1nc(C(C)N(C)Cc2nc(Cc3ccccc3F)no2)c(C)s1 (configuration not stated) | -5.9% | 3.7% | -10.2% | -8.8% | -1.8% | 25.8% | -12.9% | 6.2% | 46.3%[activator]
Cc1ccnc(-n2c(C)cc(C=O)c2C)c1 | 0.5% | -2.9%[60.1 µM] | -16.6% | -5.2% | -1.4% | -17.7% | -1.4% | / | 10.6%
CC1CCN(C(=O)CN(C2CCCCC2)S(C)(=O)=O)CC1 | -6.2% | -9.6% | 3.2% | -1.3% | 0.4% | -14.0% | 13.1% | -18.1%[12.7 µM] | 4.7%
C=CCc1c(O)nc(SCC(=O)c2ccccc2)[nH]c1=O | 0.1% | -6.5% | -8.6% | -21.4% | 5.0% | 51.1% | 11.8% | 15.5%[0.0925 µM] | -0.6%
Cc1ccc(C)n1-c1nnc(N2CCC(C(=O)NCc3ccc(F)cc3)CC2)s1 | -1.3% | -2.4% | -11.4% | -19.5% | / | 10.3% | / | 4.8%[59 µM] | 5.9%
O=C(COCc1cc(-c2ccco2)on1)Nc1cccc(O)c1 | -0.5% | -14.5% | -10.0% | -27.7% | / | ? | 12.6% | -40.2%[59 µM] | -16.2%
CC(C)=CC(=O)Nc1ccccc1C(N)=O | 3.5% | -2.8% | 30.0% | -10.4% | -7.6% | 10.7% | -20.0% | 55.2%[activator][59 µM] | -6.5%
CC(=O)Nc1ccc(/C=N/N2C(C)CCCC2C)cc1 (configuration not stated) | -3.3% | 2.6% | -22.8% | -7.2% | 1.6% | -10.1% | -7.8% | -20.5% | 9.9%
CCOC(=O)c1c(C)n(C)c2ccc(OCC(N)=O)cc12 | -9.8% | 5.5% | -4.8% | -12.4% | ? | -8.1% | -11.8% | -2.1%[59 µM] | 1.9%
c1c(CC2CCCC2)nnn1C[C@H]1CC[C@@H]([C@@H]2CC[C@H](Cn3cc(CC4CCCC4)nn3)O2)O1 | -2.6% | 2.4% | -26.1% | -7.9% | 48.5%[activator] | 15.3% | -4.9% | 39.8µM* | 6.2%
COc1ccc(CCNC(=O)c2nc(SCc3ccccc3F)ncc2Cl)cc1OC | -7.5% | -12.4% | -28.3% | -34.3% | / | ? | -2.2% | -22.7%[59 µM] | ?
CC1CCCN(C(=O)CN2C(=O)NC3(CCCCC3C)C2=O)C1 (configuration not stated) | / | -4.8% | 7.9% | -15.6% | 17.6% | / | -17.0% | -27.1% | 27.0%
CCOc1cc(N2CCOCC2)c(OCC)cc1NS(=O)(=O)c1ccc(Cl)s1 | -24.8% | -15.3% | 50.1µM* | ? | ? | -80.5% | 0.5% | ? | 28.2µM*
Cc1c(C(=O)NCCN2CCOCC2)oc2ccc(Br)cc12 | / | -0.2% | 50.1µM* | -10.1% | 8.6% | / | -13.9% | 18.4%[0.501 µM] | 37.7%[activator]
N/C(COc1ccccc1)=N\NS(=O)(=O)c1ccccc1 | 1.7% | -0.9% | -2.2% | -15.4% | -1.0% | -3.2% | 2.5% | -6.0%[59 µM] | -0.5%
Fc1ccc(-n2ncc3c(N4CCN(Cc5ccccc5)CC4)ncnc32)cc1 | -2.7% | -1.6%[60.1 µM] | -1.7% | 0.6% | / | -24.2% | -1.0% | 2.9%[59 µM] | -5.5%
CN(c1ccc(OCC(=O)N2CCC(C(N)=O)CC2)cc1)S(=O)(=O)c1cccs1 | -1.4% | 0.3% | -3.6% | 37.3%[activator] | 0.9% | 2.3% | -8.2% | 21.8% | 24.0%
CC[C@@]1(C(=O)OC)N[C@H](CN(C)S(=O)(=O)c2ccc(C(C)(C)C)cc2)[C@@H]2C(=O)N(C)C(=O)[C@@H]21 | / | -4.2% | / | -7.2% | 7.3% | / | -15.2% | / | ?
COc1ccc(C(=O)N2CCCC(Nc3ccc(F)cc3)C2)c(OC)c1 (configuration not stated) | -1.2% | -5.6% | -28.3% | -9.6% | 26.5% | 1.1% | -8.9% | 11.3% | 24.9%
Cc1ccccc1-n1c(=S)[nH]c2nc3c(cc2c1=O)COC(C)(C)C3 | 0.5% | -2.3% | 17.6% | -14.0%[11.4 µM] | 14.8% | -16.6% | ? | 39.8%[12.7 µM] | -5.9%
Cc1ccccc1NNC(N)=S | -0.3% | 6.3% | -17.1% | -15.5% | 1.3% | 40.2%[activator] | -19.1% | 11.2µM* | 72.1%[activator]
N#CCN(C(=O)COC(=O)C1CC2CCCC(C1)C2=O)c1ccccc1 (configuration not stated) | / | 3.6% | 6.4% | -8.3% | 48.7%[activator] | / | -11.8% | ? | 5.4%
CCCCC(CC)Cn1c(O)c(/C=C2\C=NN=C2c2ccccc2)sc1=S (configuration not stated) | -13.3% | 3.1% | ? | ? | 4.6% | -17.1% | ? | ? | 14.3%
O=C(COc1ccc(Br)cc1CO)Nc1ccc(S(=O)(=O)N2CCCCC2)cc1 | / | 4.0% | 4.0% | -12.7% | -22.5% | / | -15.2% | -2.2%[59 µM] | -15.0%
CCOc1ccc(CCNC(=O)COC(=O)c2cc(S(=O)(=O)N3CCOCC3)ccc2F)cc1OCC | -3.6% | 0.1% | ? | 1.8% | -15.4% | -19.8% | -17.4% | -7.3%[0.501 µM] | 43.5%[activator]
CC(=O)Nc1ccc(S(=O)(=O)NN=Cc2ccc(Cl)c(Cl)c2)cc1 | / | -2.7% | / | -31.5% | / | / | -4.0% | / | 12.3%
Cc1ccc(S(=O)(=O)c2nc(S(C)(=O)=O)sc2NCc2ccc3c(c2)OCO3)cc1 | 3.8% | -2.6% | 0.7% | 3.2% | -5.1% | -11.9% | -26.4% | -5.5% | 10.4%
CC1CCCN(S(=O)(=O)c2ccc(NC(=O)CN3CCCCC3)cc2)C1 (configuration not stated) | -3.2% | 4.4% | -1.1% | ? | 11.6% | 0.1% | -4.8% | 44.7µM* | -8.1%
CCOc1cc(C2C(C#N)=C(N)Oc3n[nH]c(CC)c32)ccc1OCCN1CCOCC1 (configuration not stated) | 4.0% | -6.7% | 11.1% | ? | 25.5% | 16.9% | 3.9% | -17.2%[59 µM] | 9.5%
C=CCNC(=S)NNC(=O)c1ccco1 | -0.1% | -1.9% | -35.4% | -4.9% | 0.5% | 7.2% | -2.2% | -22.8% | 42.9%[activator]
O=C1Nc2c(c(=O)[nH]c(=O)n2-c2ccc(F)cc2)C1(NS(=O)(=O)c1ccc(Cl)cc1)C(F)(F)F (configuration not stated) | -0.5% | -17.6% | -3.2% | -4.5% | / | 24.7% | -14.1% | 3.7%[59 µM] | -10.7%
FC(F)(F)c1cccc(N2CCN(C3CC4CCC3C4)CC2)c1 (configuration not stated) | -11.0% | -1.3% | 2.0% | 17.2% | -16.1% | -2.5% | -13.3% | / | 54.5%[activator]
Cc1c(/C(O)=C2\C(=O)C(=O)N(CCN(C)C)C2c2ccccc2)cnn1-c1ccccc1 (configuration not stated) | -2.5% | -2.1% | -18.7% | -15.9% | ? | 1.0% | 0.3% | ? | 13.3%
CC1(C)OC(=O)C=C[C@]2(C)[C@H]3CC[C@@]4(C)[C@H](c5ccoc5)OC(=O)[C@H]5O[C@]54[C@]3(C)C(=O)C[C@@H]12 | / | 13.1% | -22.3% | -7.0% | 24.3% | / | -20.3% | 4.2%[0.501 µM] | 9.0%
CCOC(=O)C1CCCN(c2c(N3CCN(c4cccc(Cl)c4)CC3)c(=O)c2=O)C1 (configuration not stated) | -3.1% | -2.7% | -4.4% | -14.9% | 14.9% | 3.7% | -10.7% | / | 7.6%

Structures above that bear a hit mark in Pol iota inh:
structure	BLM inh	POLK inh	BAZ2B inh	JMJD2A Tudor	Pol beta inh	POLH inh	G9a block	Pol iota inh
CCOc1cc(N2CCOCC2)c(OCC)cc1NS(=O)(=O)c1ccc(Cl)s1	-24.8%	-15.3%	50.1µM*	?	-80.5%	0.5%	?	28.2µM*

The list goes on:
SMILES | BLM inh | POLK inh | BAZ2B inh | JMJD2A Tudor | APEX1 inh | Pol beta inh | POLH inh | G9a block | Pol iota inh
CCc1ccc(CNc2ccc3c(c2)ncn3C)cc1 | -2.1% | -23.8% | 44.7µM* | ? | -7.7% | 35.9% | -8.3% | 3.16µM* | -2.1%[58.9 µM]
O=C(O)c1cc(N/N=C/c2ccc(-c3ccccc3)cc2)ccc1Cl | -7.3% | -2.0% | ? | 31.6µM* | -9.6% | 89.1µM* | ? | 16.9%[0.501 µM] | -6.3%
Cc1ccc2nc(NS(=O)(=O)c3ccc(Cl)cc3)c(Nc3ccc(C(=O)O)cc3)nc2c1 | 2.2% | -0.2% | 41.3%[activator] | -3.6% | / | 10.6% | ? | -12.2%[59 µM] | -2.9%
CCn1c(SCC(=O)Nc2nccs2)nnc1-c1ccccc1 | 0.7% | -10.9% | -2.2% | -8.6% | 0.6% | -3.4% | 0.9% | -0.2%[59 µM] | -35.4%
CC(C)OC(=O)c1ccc(NC(=O)C2C3CC4OC(=O)C2C4C3)cc1 (configuration not stated) | 4.0% | -22.3% | 11.4% | 0.0%[11.4 µM] | 5.6% | -2.3% | -11.4% | 17.5%[59 µM] | -3.6%
CCOC(=O)CC(=O)CSc1nc2ccc(OC)cc2cc1C | 0.3% | -18.9% | -0.1% | -3.5% | -9.9% | -1.9% | -10.7% | 22.0% | 18.6%

Three compounds already listed, ordered by heavy-atom count, low to high:
SMILES | BLM inh | POLK inh | BAZ2B inh | JMJD2A Tudor | APEX1 inh | Pol beta inh | POLH inh | G9a block | Pol iota inh
CCc1ccc(CNc2ccc3c(c2)ncn3C)cc1 | -2.1% | -23.8% | 44.7µM* | ? | -7.7% | 35.9% | -8.3% | 3.16µM* | -2.1%[58.9 µM]
CCn1c(SCC(=O)Nc2nccs2)nnc1-c1ccccc1 | 0.7% | -10.9% | -2.2% | -8.6% | 0.6% | -3.4% | 0.9% | -0.2%[59 µM] | -35.4%
O=C(O)c1cc(N/N=C/c2ccc(-c3ccccc3)cc2)ccc1Cl | -7.3% | -2.0% | ? | 31.6µM* | -9.6% | 89.1µM* | ? | 16.9%[0.501 µM] | -6.3%

The list is partial; rates above refer to the full screens.
